Large T inhibition: SV40 large T antigen inhibitors, biochemical (AID 1903); SV40 large T antigen ATPase/helicase inhibition assay; higher % means a stronger effect; inhibition, % at 20 µM; hits with a dose series show IC50 in µM; actives 0.39% (n = 310,000); in the data active = a potency from the dose series; inconclusive = inhibition mostly from about 32% at the one dose, without a potency; inactive = the rest, 99 in 100 with inhibition below about 32%; note: strong numbers were not always called active
RSV CPE inhibition: RSV antiviral activity via CPE protection, HEp-2 cells, primary 10 µM value included (AID 2391) | actives 0.13% (n = 310,000) | HEp-2 cells, RSV-induced CPE inhibition; higher % means a stronger effect | CPE inhibition, % at 10 µM, or IC50 in µM where a hit was titrated; in the data active = a potency from the dose series; inconclusive = CPE inhibition mostly from about 23% at the one dose, without a potency; inactive = the rest, 99 in 100 with CPE inhibition below about 21%; note: strong numbers were not always called active
Rac1 GTP hydrolysis: MgcRacGAP GTPase-activating activity inhibitors, confirmation, biochemical, ADP Hunter fluorescence. MgcRacGAP-stimulated Rac1 GTP hydrolysis, ADP Hunter fluorescence; higher % means a stronger effect; GST-tagged Rac1 F28L mutant substrate. inhibition, % at 30 µM, or IC50 in µM where a hit was titrated. actives 0.6% (n = 340,000). AID 624330;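 active = first-screen hits whose inhibition reached a set limit at any dose in the follow-up dose series; inconclusive = inhibition above the set first-screen limit but never retested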;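 note: fluorescence reports GDP produced by GAP-driven GTP hydrolysis; strong numbers were not always called active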
West Nile virus CPE: inhibition of WNV-induced cytopathic effect – cell-based, CPE readout (AID 1621); actives 0.02% (n = 290,000); CPE inhibition, % at 10 µM, or IC50 in µM where a hit was titrated; West Nile virus-infected cells, CPE inhibition; higher % means a stronger effect; in the data active = a potency from the dose series; inconclusive = CPE inhibition mostly from about 3.7% at the one dose, without a potency; inactive = the rest, 99 in 100 with CPE inhibition below about 2.2%; note: strong numbers were not always called active
UTI89 phage lysis: protection from phage-mediated lysis, alamar blue read-out – E. coli UTI89, K1F phage, bacterial capsule biogenesis inhibitors (AID 488966) | E. coli UTI89 K1F phage lysis, alamar blue, 2 h; higher % means a stronger effect | actives 0.02% (n = 340,000) | inhibition, % at 100 µM; hits with a dose series show IC50 in µM;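 active = phage lysis inhibition, versus mean bacterial control, above a set limit; inconclusive = no clear call, values can overlap the other calls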;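 note: capsule biogenesis inhibitors block K1F phage lysis so surviving cells raise fluorescence; higher fluorescence means more inhibition of phage lysis; actives were called in the ten point dose series up to 300 µM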
NTR1 agonist: NTR1-driven beta-arrestin-GFP spot formation – imaging, U2OS cells, high content, primary screen (AID 493036). agonist mode. actives 0.17% (n = 330,000). activation, % at 20 µM. P30989;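 active = activation at or above 40% of the spot to cytoplasm intensity ratio, with at least 20 cells analyzed; inconclusive = wells under 20 cells, flagged as cytotoxic or low count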;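 note: 0% = DMSO without peptide and 100% = 100 nM NTR1 peptide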
Target sequence (P30989 whole entry, looked up): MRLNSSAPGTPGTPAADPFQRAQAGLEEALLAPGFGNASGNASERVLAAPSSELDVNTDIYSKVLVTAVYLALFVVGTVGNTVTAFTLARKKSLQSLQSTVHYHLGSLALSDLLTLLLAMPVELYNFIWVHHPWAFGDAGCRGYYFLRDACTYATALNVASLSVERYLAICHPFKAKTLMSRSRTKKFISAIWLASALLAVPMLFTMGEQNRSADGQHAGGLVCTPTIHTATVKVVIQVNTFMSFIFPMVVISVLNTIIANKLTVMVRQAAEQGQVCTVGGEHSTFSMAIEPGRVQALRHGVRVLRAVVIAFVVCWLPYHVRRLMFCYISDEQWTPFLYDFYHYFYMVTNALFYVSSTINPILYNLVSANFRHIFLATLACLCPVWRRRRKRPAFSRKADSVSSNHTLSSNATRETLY
Salmonella PhoP GFP: inhibitors of PhoP regulon expression, primary screen, Salmonella Typhimurium, GFP reporter (AID 1863). one-dose inhibition, % at 50 µM; IC50 in µM for titrated hits. S. Typhimurium PhoP-regulated promoter GFP reporter, 4 h; higher % means a stronger effect. actives 0.16% (n = 300,000);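 active = inhibition over 29.93%, a cutoff 3 SD above the screen mean, later confirmed by dose response; inconclusive = inhibition over 29.93% but no dose response follow-up; inactive = inhibition at most 29.93% or unconfirmed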;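 note: 0% = low Mg2+ inducing control and 100% = high Mg2+ repressing control; strong numbers were not always called active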
T cell HTS: modulates CD8 T cell binding to vesicles; calls only at 7 µM; 2C CD8+ T cell-vesicle binding, flow cytometry; active compounds read low; actives 0.068% (n = 330,000);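 active = response, share of CD8 T cells binding vesicles, and their 90th percentile fluorescence all below set limits, cut at about 80% in these data, passing the limit was not always enough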
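Incubation: binding step 1.5 h, 37 °C, antibody labelling 20 min, ice; system: murine 2C transgenic CD8+ T lymphocytes; technique: cytometric PE anti-B7-1 and Alexa647 anti-CD8 signals after 1% paraformaldehyde fixation; also added: QL9-charged Drosophila Ld/ICAM-1/B7-1 vesicles; control set: naked versus QL9-loaded vesicles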
NS5 inhibitors: flavivirus cap methylation enzyme inhibition – biochemical, confirmation dose response, primary screen (AID 588689). actives 0.3% (n = 340,000). inhibition, % at 25 µM; hits with a dose series show IC50 in µM. Dengue-2 NS5 methyltransferase capping enzyme assay, biochemical; higher % means a stronger effect; in the data active = a potency from the dose series; inconclusive = inhibition above about 29% without an active follow-up result
T cell HTS vesicle-bound %: second read-out of T cell HTS, no call of its own (marks repeat the call); double positive events, %; measured here: CD8+ vesicle-bound cell fraction;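 binding gate set so that unloaded-vesicle control wells show 10% double positive cells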
NTR1 agonist cell count 20 µM: further read-out of NTR1 agonist, marked with its call; cell count; measured here: cell count, cytotoxicity flag
The depositor's hits bear a star; i = inactive; ? = inconclusive; . = not tested or not shown; & = joins results of further samples; [ ] = dose if it differs, or a comment.

SMILES	Large T inhibition	RSV CPE inhibition	Rac1 GTP hydrolysis	West Nile virus CPE	UTI89 phage lysis	NTR1 agonist	NTR1 agonist cell count 20 µM	Salmonella PhoP GFP	T cell HTS	T cell HTS vesicle-bound %	NS5 inhibitors
COc1ccc(NC2=CC(=O)CC(C)(C)C2)cc1OC	9%	1.0%	14%	-0.1%	1.4%	-0.4	39	-2%	i	14	-2%
COc1ccc(OC)c(-c2cc(C(=O)Nc3sc4c(c3C#N)CCC(C)C4)c3ccccc3n2)c1 (centres undefined)	8%	0.9%	10%	-0.1%	6.0%	4.6	67	-15%	i	9	-6%
COc1ccc(S(=O)(=O)NCc2ccc(C(=O)N3CCN(c4ccccn4)CC3)cc2)cc1	3%	6.0%	7%	-0.1%	0.4%	0.2	73	6%	i	9	-3%
Cc1ccc(CNC(=O)[C@@H](NC(=O)C2CCN(C(=O)[C@@H]3CCCN3)CC2)C(C)C)cc1	12%	1.0%	0%	-0.5%	-0.3%	-0.7	85	0%	i	24	-2%
O=C(CCC(=O)N1CCN(S(=O)(=O)c2ccccc2)CC1)c1ccc(Br)cc1	.	.	14%	.	1.4%	-0.9	45	.	i	18	10%
CN(C)C(=O)N1CCCC(C(=O)NCc2ccccc2)C1 (centres undefined)	12%	1.0%	3%	0.3%	2.6%	-0.7	45	9%	i	28	1%
CNC(=O)OCCSCCS(=O)(=O)c1ccc(Cl)cc1	12%	0.3%	10%	-0.4%	0.5%	0.1	66	-8%	i	36	-1%
Cc1ccc(Cn2cc(SCC(N)=O)c3ccccc32)cc1	9%	1.1%	7%	-0.2%	-0.9%	1.0	93	8%	i	34	-6%
COC(=O)C1=C(C)N(C)C(=O)NC1c1ccc(O)c(Cl)c1 (centres undefined)	7%	2.9%	7%	-0.3%	-0.2%	0.8	37	-1%	i	27	-7%
COc1ccc(CCC(=O)N2CCN(S(=O)(=O)c3ccc(C)cc3)CC2)cc1	.	1.4%	3%	.	0.1%[50 µM]	5.4	64	.	i	23	1%

Continued, overlapping the part above by three compounds.
SMILES	Large T inhibition	RSV CPE inhibition	Rac1 GTP hydrolysis	West Nile virus CPE	UTI89 phage lysis	NTR1 agonist	NTR1 agonist cell count 20 µM	Salmonella PhoP GFP	T cell HTS	T cell HTS vesicle-bound %	NS5 inhibitors
Cc1ccc(Cn2cc(SCC(N)=O)c3ccccc32)cc1	9%	1.1%	7%	-0.2%	-0.9%	1.0	93	8%	i	34	-6%
COC(=O)C1=C(C)N(C)C(=O)NC1c1ccc(O)c(Cl)c1 (centres undefined)	7%	2.9%	7%	-0.3%	-0.2%	0.8	37	-1%	i	27	-7%
COc1ccc(CCC(=O)N2CCN(S(=O)(=O)c3ccc(C)cc3)CC2)cc1	.	1.4%	3%	.	0.1%[50 µM]	5.4	64	.	i	23	1%
O=C(C1CCCN(S(=O)(=O)c2ccc(Br)cc2)C1)N1CCOCC1 (centres undefined)	-2%	1.2%	8%	-0.6%	0.0%	-0.5	60	-4%	i	11	8%
COc1ccc2[nH]c3c(c2c1)CCN1C(=O)C(CC(=O)NCc2ccc(OC)c(OC)c2)C[C@H](C(=O)N(C(C)C)C(C)C)[C@@]31C (some centres undefined)	.	.	9%	.	-0.1%	0.6	54	.	.	.	6%
CCCCCc1c2c(cc(O)c1C(=O)O)OC(=O)c1c(cc(OC)cc1C(=O)CCCC)O2	17%	.	-3%	-0.2%	-2.3%	38	86	-3%	i	24	32µM*
CC(=O)Oc1ccc2nc(-c3cccs3)oc(=O)c2c1	8%	0.6%	6%	0.4%	0.5%	0.4	80	8%	i	27	3%
Cc1ccc(CNC(=O)C(=O)NCC2OCCN2S(=O)(=O)c2ccc(C)cc2)cc1 (centres undefined)	6%	0.9%	2%	-0.5%	-0.1%	-0.9	51	-5%	i	9	0%
O=C(O)CCN1C(=O)NC2(CCCC2)C1=O	3%	-0.1%	4%	-0.8%	0.5%	-1.4	85	9%	i	29	2%
Cn1c(C(=O)NC2CC2)cc(=O)n(C)c1=O	1%	0.1%	0%	-0.5%	-0.1%	0.6	66	1%	i	63	-6%
OCCCNC(=S)Nc1ccc(Oc2ccccc2)cc1	11%	0.1%	6%	-1.0%	0.1%	0.3	66	4%	i	45	-9%
Cc1cc(C)nc(SC2CCOC2=O)n1 (centres undefined)	1%	0.2%	9%	0.2%	1.0%	-1.0	52	1%	i	59	-4%
Cc1[nH]c(-c2ccc3c(c2)OCO3)nc1C(=O)O	2%	0.1%	9%	1.2%	-0.9%	1.0	54	-9%	i	28	-2%
O=C(COC(=O)c1cccc(S(=O)(=O)N2CCCC2)c1)Nc1ccccc1Cl	.	.	3%	.	-0.2%[50 µM]	-0.1	63	.	.	.	-3%
CCN(CC)CCCNC(=O)c1cc(Nc2ccc(OC)cc2)nc2ccccc12	18%	-1.4%	13%	?	0.0%	1.4	43	2%	i	57	4%
CC(=O)Nc1ccc(NC(=O)c2ccc([N+](=O)[O-])cc2Cl)cc1	4%	1.4%	3%	0.3%	0.1%	2.6	81	1%	i	21	-5%
O=[N+]([O-])c1cccc(CN2CCN(c3ncccn3)CC2)c1	17%	1.0%	25%	-0.1%	-0.6%	-0.4	60	4%	i	46	0%
CCN1CCC[C@H]1CNC(=O)c1c(O)c(Cl)cc(Cl)c1OC	6%&50%&-5%	-1.1%&-0.2%	0%	0.3%&-0.2%	2.1%	-1.7&-1.4	56&54	3%&-7%&-10%	i	54&40	-1%
COc1cccc(CN2CCNC(=O)C2CC(=O)NC2CCCC2)c1OC (centres undefined)	7%	-0.5%	6%	-0.1%	2.0%[50 µM]	-0.3	64	-1%	i	25	3%
COc1ccc(CCNC(=O)c2cnn3c(C(F)F)cc(C)nc23)cc1OC	16%	1.9%	4%	-0.2%	0.1%	0.1	102	-3%	i	42	-6%
CCCCC(=O)NC1(C(F)(F)F)C(=O)N(Cc2ccco2)C(C)=C1C(=O)OC (centres undefined)	1%	-0.1%	-3%	1.4%	-0.5%[50 µM]	-0.7	59	0%	i	48	-7%
CC(C)CC(=O)N/N=C/c1c(N)n(C)c(=O)n(C)c1=O	13%	0.7%	6%	0.1%	0.2%	0.9	58	-15%	i	24	-1%
Cc1nn(C)c(C)c1CNC(=O)c1nn2c(c1Cl)NC(c1cccs1)CC2C(F)(F)F (centres undefined)	-7%	1.2%	-1%	0.2%	13%	-0.1	54	-5%	i	20	-1%
C(=N\Nc1nc(Nc2ccccc2)nc(Nc2ccccc2)n1)/c1cccnc1	1%	4.2%	13%	0.3%	0.1%	6.6	89	-8%	i	64	-2%
CC(NCc1cccs1)C(=O)NC1CCCCC1 (centres undefined)	3%	-0.4%	24%	0.0%	-3.7%	0.4	90	-6%	i	54	-7%
O=C(CNC(=O)c1cccs1)OCC(=O)c1ccccc1	21%	-1.4%	-1%	0.7%	0.5%	-0.8	44	7%	i	15	2%
Cc1ccc(CNC(=O)C2CCCN(S(=O)(=O)N3CCC(C)CC3)C2)cc1 (centres undefined)	14%	1.8%	4%	-0.6%	-0.2%	0.4	77	-10%	i	54	1%
COc1ccc(C(C#N)c2nc3ccccc3nc2Cl)cc1 (centres undefined)	2%	2.4%	11%	-0.8%	-0.6%[50 µM]	0.4	77	1%	i	30	-3%
S=c1c2c(nc3nc[nH]n13)CCC2	9%	.	15%	-0.1%	0.1%	1.8	59	-7%	i	38	-13%
Fc1ccc(CNC2CCN(Cc3ccccc3)CC2)cc1	2%	-3.1%	-2%	-0.4%	0.0%	-1.3	57	5%	i	31	-3%
CCCS(=O)(=O)C(=C1Nc2ccccc2N1)S(=O)(=O)CCC	0%	1.7%	11%	-0.2%	-0.1%	-2.4	79	-11%	i	14	-5%
CCCCCCC1/C(=N/O)CCC1C(=O)OC (centres undefined)	6%	1.7%	6%	-0.2%	0.6%	0.3	41	1%	i	33	0%
C#CCOCCOCCOCCNc1nc(N2CCN(C(=O)CCCCCCCCCCNC(=O)[C@H]([C@@H](C)CC)n3cc(CCCCCN)nn3)CC2)nc(N2CCN(C(=O)CCCCCCCCCCNC(=O)[C@H]([C@@H](C)CC)n3cc(CCCCN=C(N)N)nn3)CC2)n1	?	-3.4%	?	.	-2.4%	4.2	56	12%	i	40	2%
CN(/N=C/c1ccc(Cl)cc1Cl)c1ncc(Cl)cc1C(F)(F)F	9%	.	11%	-0.1%	2.1%	-1.7	40	2%	i	45	5%
CCCN1CCN(CCCNC(=O)C(CC)n2nc(C)n3c(cc4occc43)c2=O)CC1 (centres undefined)	15%	3.3%	10%	-0.2%	0.1%	-0.1	64	-12%	i	25	-8%
O=C(c1ccccc1Oc1ccc(C(F)(F)F)cc1[N+](=O)[O-])N1CCOCC1	16%	1.1%	3%	-0.5%	0.3%	-1.2	72	-10%	i	55	4%
N#Cc1cc2c(nc1SCC(O)CS(=O)(=O)Cc1ccccc1)CCCC2 (centres undefined)	2%	7.4%	9%	-1.6%	0.2%	3.2	40	-6%	i	64	-3%
CCN(c1ccc(OC)cc1)S(=O)(=O)c1cc(-c2cc(C)no2)ccc1C(C)C	1%	9.8%	-26%	0.3%	-0.1%	2.8	73	2%	i	37	-10%
COc1cc(-c2ccc3sc(-c4ccsc4)c(C#CCO)c3c2)cc(OC)c1OC	.	-1.8%	4%	.	0.6%	23	65	.	i	34	3%
O=S(=O)(NNc1ncc(C(F)(F)F)cc1Cl)c1ccccc1	.	0.3%	0%	.	1.3%[50 µM]	-2.9	54	.	i	38	-9%
Cc1ccc(-n2cc(CN(C)Cc3nccn3C)c(-c3ccc(F)cc3)n2)cc1	22%	-1.0%	7%	-1.5%	-3.4%	5.3	86	-2%	i	39	-6%
CC(C)OC(=O)CSc1nnc(CNc2nc(-c3ccccc3)cs2)n1C	2%	3.9%	14%	0.2%	0.3%	0.4	56	3%	i	37	-10%
CCn1c(CCNC(=O)c2ccc(Cl)c(Cl)c2)nnc1SCCOc1ccc(OC)cc1	-1%	2.6%	-6%	-0.7%	3.7%	2.4	76	-2%	i	15	-10%
CCCCN(C(=O)CCn1c(=O)oc2ccccc21)c1ccccc1	10%	-0.2%	1%	-0.5%	-0.1%	0.2	70	-5%	i	35	3%

Screens (PubChem)
